# Compound activity: PubChem, several laboratories
# HTRA1 inh – HTRA1 (human) protease inhibition | inhibition, % at 5.96 µM | 340,000 tested, 0.5% active | recombinant HTRA1, FP-rhodamine activity-based probe, fluorescence polarization | Q92743; in the data active means inhibition above about 36%;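 further: 0% = enzyme with DMSO and 100% = wells lacking enzyme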
# Rev-erbA mod – modulates human Rev-erb alpha binding to DNA. P20393. Rev-erbα–FITC-DNA binding, fluorescence polarization, 90 min. activity, % at 10 µM. 370,000 tested, 0.79% active;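 active means activity above about 14%, limit read from the data; passing the limit was not always enough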;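 further: 0% = DMSO wells with 35 nM protein and 100% = DMSO wells with 750 nM protein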
# NPR2 activator – GC-B (human) receptor activation; AID 1920062; 370,000 tested, 0.11% active; activation, % at 10 µM; HEK293-GC-B cells, CNP EC30, cGMP TR-FRET; 0% at EC30 CNP, 100% saturating CNP;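 active means activation at 10 µM reaching about 35% in either raw or pattern-adjusted values, limit read from the data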
# SMARCA2 act – increases SMARCA2 function in MMTV reporter cells; MG213 cells, MMTV-luciferase reporter, dexamethasone, overnight; activation, % at 9.1 µM; 370,000 tested, 1% active; AID 652017; in the data active means activation above about 7.8%;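 further: 0% = vehicle wells and 100% = reference activator wells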
# GC-A act – GC-A (human) enzyme activation; 370,000 tested, 0.14% active; activation, % at 10 µM; P16066; HEK293 GC-A cells, cGMP TR-FRET, EC30 ANP; 0% at EC30 ANP, 100% saturating ANP; AID 1671463; in the data active means activation above about 40%
# Target sequence (P16066 whole entry, looked up): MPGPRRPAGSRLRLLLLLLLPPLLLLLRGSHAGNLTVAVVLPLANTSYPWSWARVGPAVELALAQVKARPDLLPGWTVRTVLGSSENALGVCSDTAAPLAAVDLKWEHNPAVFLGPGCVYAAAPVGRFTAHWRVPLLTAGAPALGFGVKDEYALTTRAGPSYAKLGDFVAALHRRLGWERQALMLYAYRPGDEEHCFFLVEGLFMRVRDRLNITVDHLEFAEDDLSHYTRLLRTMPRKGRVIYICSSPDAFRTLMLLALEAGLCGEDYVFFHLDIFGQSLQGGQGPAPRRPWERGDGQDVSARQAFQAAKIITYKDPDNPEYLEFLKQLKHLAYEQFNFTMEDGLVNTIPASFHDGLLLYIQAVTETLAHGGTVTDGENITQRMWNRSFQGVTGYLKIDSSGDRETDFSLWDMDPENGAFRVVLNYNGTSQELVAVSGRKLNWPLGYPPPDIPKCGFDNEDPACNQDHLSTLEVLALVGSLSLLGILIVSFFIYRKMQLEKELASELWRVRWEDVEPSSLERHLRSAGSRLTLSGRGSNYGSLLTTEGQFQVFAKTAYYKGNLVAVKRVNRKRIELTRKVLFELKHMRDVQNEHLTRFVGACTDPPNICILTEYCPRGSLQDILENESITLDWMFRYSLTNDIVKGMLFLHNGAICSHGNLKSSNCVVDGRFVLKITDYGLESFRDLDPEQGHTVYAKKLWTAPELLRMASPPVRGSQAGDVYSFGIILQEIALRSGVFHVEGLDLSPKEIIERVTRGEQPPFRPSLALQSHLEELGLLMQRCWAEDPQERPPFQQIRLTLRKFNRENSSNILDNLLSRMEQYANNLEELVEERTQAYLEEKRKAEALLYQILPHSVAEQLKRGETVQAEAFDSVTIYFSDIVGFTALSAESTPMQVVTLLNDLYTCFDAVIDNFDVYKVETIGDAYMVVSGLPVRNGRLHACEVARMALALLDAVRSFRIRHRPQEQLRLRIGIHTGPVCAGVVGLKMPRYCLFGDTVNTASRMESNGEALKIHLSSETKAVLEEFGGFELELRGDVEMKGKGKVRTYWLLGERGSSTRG
# PG9 Ab binder – small molecules binding HIV-1 gp120 antibody PG9; TR-FRET gp120-PG9 antibody binding; inhibition, % at 6.7 µM; 360,000 tested, 0.43% active; AID 624416; in the data active means inhibition above about 8.5%
# mABHD4 FP – ABHD4 (mouse) inhibition, primary FP screen; inhibition, % at 8.92 µM; purified mABHD4, FP-Rh probe fluorescence polarization; Q8VD66; 370,000 tested, 0.54% active;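 active means inhibition exceeding the mean over every tested compound plus 3 SD, cut at about 30% in these data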;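 further: 0% = plate median of compound wells and 100% = S159A mutant with DMSO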
#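 Assay system: wild-type mouse ABHD4 protein; compound: single nominal dose of 8.92 µM, 0.89% DMSO final; schedule: 45 min + 60 min at 25 °C; measured by: FP readout, ex 525 nm / em 598 nm; evaluation: % inhibition of FP-Rh probe binding versus controls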
# ASAP1 inh – ASAP1 ArfGAP inhibition; ASAP1-stimulated ARF1 GTP hydrolysis, GDP FP detection; inhibition, % at 16.5 µM; 360,000 tested, 0.19% active; in the data active means inhibition above about 25%;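 further: 0% = vehicle with enzyme and substrate and 100% = no enzyme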
# rCAG RNA binder – molecules binding r(CAG) RNA repeats | AID 651821 | 370,000 tested, 1.3% active | inhibition, % at 3 µM | r(CAG) RNA repeat, TO-PRO-1 dye displacement fluorescence;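 active means inhibition above the plate cutoff, the mean of all test compounds on that plate plus 3 SD, cut at about 35% in these data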;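 further: 0% = DMSO alone and 100% = 100 µM mitoxantrone as full dye displacement; higher means more dye released from RNA so lower well fluorescence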
# ARFGAP1 inh – inhibitors of rat ARFGAP1 | Q62848 | Arfgap1-stimulated ARF1 GTP hydrolysis, GDP FP detection | inhibition, % at 16.5 µM | 360,000 tested, 0.26% active | AID 651572;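 active means inhibition above a per-plate limit, mean inhibition of low control wells plus 3 SD, cut at about 25% in these data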;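 further: 0% = DMSO wells with enzyme and 100% = wells lacking Arfgap1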
#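 Assay system: Rat Arfgap1 GAP domain (His6, aa 1-136), purified enzyme | Buffer or medium: HEPES 25 mM pH 7.5, NaCl 150 mM, MgCl2, DTT | Schedule: GTP hydrolysis reaction 2 h at 25 °C | Signal: FP of antibody-bound GDP Alexa 633 tracer, ex 620/em 688 nm | Measure: Percent inhibition of Arfgap1-stimulated GTP hydrolysis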
# Starred values were filed as active, the others as inactive; . = not tested or not shown.
# The line under a structure holds: HTRA1 inh, Rev-erbA mod, NPR2 activator, SMARCA2 act, GC-A act, PG9 Ab binder, mABHD4 FP, ASAP1 inh, rCAG RNA binder, ARFGAP1 inh
Cc1c(C(=O)Nc2ccc(S(=O)(=O)N(C)C3CCN(C)CC3)cc2)oc2ccccc12
    -14, 1, -4, 1, -3, -0.6, -3, -1, 6, 0
Cc1ccccc1S(=O)(=O)NC(=O)C1(C)CCN1C(=O)Cc1ccc(Cl)cc1Cl (stereo unspecified)
    ., -5, -4, -3, -3, 0.2, -10, 5, 33, -3
Cc1nc2ccccc2n1CC(=O)N/N=C/c1cccs1
    -8, 0, 1, 0, -3, 1.5, 5, 0, 0, -3
Cc1ccccc1C(=O)NCCCc1ccccc1
    -1, -2, -2, 3, 2, -0.7, 5, 3, -1, -3
Cc1c2cnn(-c3ccccc3)c(=O)c2c(C)n1CCCC(=O)NCCN1CCN(C)CC1
    0, -1, 7, -2, 3, -0.6, 0, -2, -9, 3
COc1ccc(C(=O)CC2OC(=O)c3ccccc32)cc1OC (stereo unspecified)
    1, -4, 6, -1, -8, 2.7, -10, 4, 0, 1
O=C(Nc1ccc(S(=O)(=O)NC2CCCC2)cc1)c1cnccn1
    -5, -1, -2, -2, 0, 1.2, -1, -5, 2, 0
CC(=O)N/C(=C\c1ccc(F)cc1)C(=O)OC(C)C
    -2, 6, 3, 2, 2, 1.7, -7, -1, -2, -2
CCC(=O)c1ccc(OCC(O)CN2CCc3ccccc3C2)cc1 (stereo unspecified)
    -1, -1, -2, -3, -5, -0.3, -9, 1, -8, -3
COC(=O)[C@]12C[C@H](CC(=O)NCc3ccc(C)o3)C(=O)N(Cc3ccco3)C1=C[C@H](C1CCCC1)O[C@@H]2C
    ., 6, -5, -3, -8, ., 3, ., 4, .
Cc1ccc2ccccc2c1C(O)c1ncc(-c2ccc(C(F)(F)F)cc2)[nH]1 (stereo unspecified)
    ., 2, -4, -4, -3, 0.3, -25, 9, 3, -7
Cc1nn(-c2ccc(N3CCOCC3)nn2)c(C)c1CCC(=O)NCc1ccccc1F
    11, -1, -1, -2, -2, 1.9, -7, -9, -7, 6
CCCCN(CCCC)C(=O)CN(C)S(=O)(=O)c1ccc2c(c1)n(C)c(=O)c(=O)n2C
    4, -6, -3, -2, -3, 2.9, 7, 1, -7, 10
CN(C)c1ccc(NC(=O)CSc2n[nH]c(-c3ccco3)n2)cc1
    0, -1, 2, -3, 0, -7.1, 1, 4, -1, -6
Cc1nn(Cc2ccc(C(=O)n3cccn3)o2)c(C)c1Br
    -15, -2, -4, 0, 5, -1.1, 9, 8, -3, 6
CCn1c(=O)cc(OCC(=O)N(C)c2ccccc2F)c2ccccc21
    -11, 3, -4, -3, -2, -0.7, -14, 15, -6, -4
O=C(CN1C(=O)c2ccccc2S1(=O)=O)c1ccccc1F
    0, -1, -1, 1, 3, -0.5, 0, -4, -1, 1
CCC(=O)c1cn(CC(=O)Nc2ccc(C)cc2)c2ccccc12
    7, 16, 0, -1, -2, 11*, -5, 8, 1, 3
Cc1cnc(C(=O)OCc2cc(=O)n3c(C)cccc3n2)cn1
    1, -5, -6, -2, -3, -1.1, 0, -3, 4, -8
CCOC(=O)n1c(=O)oc2ccc(Cl)cc21
    -1, -7, 3, -4, 0, 1.1, -6, 10, 4, 4

# Quoted at random: 2 compounds from above.
# The line under a structure holds: HTRA1 inh, Rev-erbA mod, NPR2 activator, SMARCA2 act, GC-A act, PG9 Ab binder, mABHD4 FP, ASAP1 inh, rCAG RNA binder, ARFGAP1 inh
Cc1c2cnn(-c3ccccc3)c(=O)c2c(C)n1CCCC(=O)NCCN1CCN(C)CC1
    0, -1, 7, -2, 3, -0.6, 0, -2, -9, 3
O=C(CN1C(=O)c2ccccc2S1(=O)=O)c1ccccc1F
    0, -1, -1, 1, 3, -0.5, 0, -4, -1, 1

# Continuation:
# The line under a structure holds: HTRA1 inh, Rev-erbA mod, NPR2 activator, SMARCA2 act, GC-A act, PG9 Ab binder, mABHD4 FP, ASAP1 inh, rCAG RNA binder, ARFGAP1 inh
COc1ccc(NC(=O)c2cccc(S(=O)(=O)NCc3ccccc3)c2)cc1S(N)(=O)=O
    -7, -7, 5, -2, -2, -0.8, -6, 4, 4, 14
CC1(C)CSC(=NCCc2ccccc2)N1C(=O)c1ccc(C#N)cc1
    6, 1, -5, -1, -11, -1.0, 1, 6, -9, -1
CCN1CCN(C(=O)c2ccc3c(c2)N(Cc2ccc(F)cc2)C(=O)c2ccccc2S3=O)CC1 (stereo unspecified)
    -2, 2, -1, 7, -1, -2.6, -5, 3, -1, 9
CN(CC1CCCO1)S(=O)(=O)c1ccc(C(=O)NCc2ccccc2)cc1 (stereo unspecified)
    -3, -5, -2, -1, 2, -1.4, -2, -9, -4, 9
CCOC(=O)C(C(=O)OCC)C(Nc1ccc(Br)cc1)c1ccccc1 (stereo unspecified)
    -1, -2, -18, -1, -21, -1.6, -1, 2, -2, -4
Nc1nc(-c2ccccc2)[nH]c(=O)c1N
    -4, -3, -6, -2, -3, -1.8, -10, -1, 9, -2
COc1ccc(-c2c(NC(=O)c3ccco3)oc3ccccc3c2=O)cc1OC
    -1, -4, 3, 0, 2, 0.2, -3, -3, 1, 1
Cc1nnc(NC(=O)CCN2C(=O)C3CC=CCC3C2=O)s1 (stereo unspecified)
    -1, -3, 1, 1, 0, -1.4, 2, -1, 1, -1

# Seven compounds already listed, sorted by the value under ASAP1 inh, high to low.
mol	HTRA1 inh	Rev-erbA mod	NPR2 activator	SMARCA2 act	GC-A act	PG9 Ab binder	mABHD4 FP	ASAP1 inh	ARFGAP1 inh
CCC(=O)c1cn(CC(=O)Nc2ccc(C)cc2)c2ccccc12	7	16	0	-1	-2	11*	-5	8	3
Cc1ccccc1S(=O)(=O)NC(=O)C1(C)CCN1C(=O)Cc1ccc(Cl)cc1Cl (stereo unspecified)	.	-5	-4	-3	-3	0.2	-10	5	-3
CCN1CCN(C(=O)c2ccc3c(c2)N(Cc2ccc(F)cc2)C(=O)c2ccccc2S3=O)CC1 (stereo unspecified)	-2	2	-1	7	-1	-2.6	-5	3	9
Cc1nc2ccccc2n1CC(=O)N/N=C/c1cccs1	-8	0	1	0	-3	1.5	5	0	-3
Cc1c(C(=O)Nc2ccc(S(=O)(=O)N(C)C3CCN(C)CC3)cc2)oc2ccccc12	-14	1	-4	1	-3	-0.6	-3	-1	0
COc1ccc(-c2c(NC(=O)c3ccco3)oc3ccccc3c2=O)cc1OC	-1	-4	3	0	2	0.2	-3	-3	1
Cc1nn(-c2ccc(N3CCOCC3)nn2)c(C)c1CCC(=O)NCc1ccccc1F	11	-1	-1	-2	-2	1.9	-7	-9	6

# In the list so far, these contain bromine:
# The line under a structure holds: HTRA1 inh, Rev-erbA mod, NPR2 activator, SMARCA2 act, GC-A act, PG9 Ab binder, mABHD4 FP, ASAP1 inh, rCAG RNA binder, ARFGAP1 inh
Cc1nn(Cc2ccc(C(=O)n3cccn3)o2)c(C)c1Br
    -15, -2, -4, 0, 5, -1.1, 9, 8, -3, 6
CCOC(=O)C(C(=O)OCC)C(Nc1ccc(Br)cc1)c1ccccc1 (stereo unspecified)
    -1, -2, -18, -1, -21, -1.6, -1, 2, -2, -4

# Not a hit list, and some 4.4% of all compounds hit somewhere here.
